From PubChem
TLR4 MyD88 blk: blocks binding of human TLR4 to MyD88; Cell-based TLR4-MyD88 binding inhibition assay; inhibition, % at 10 µM; actives 0.06% (n = 16,000); in the data active = inhibition above about 45%
KOR antag MB: antagonists of human kappa opioid receptor OPRK1, Maybridge library. P41145. AID 652031. inhibition, % at 9 µM. OPRK1 cells, antagonist mode, fluorescence readout. actives 0.4% (n = 16,000); in the data active = inhibition above about 50%
Luminol counter: quenches luminol chemiluminescence in Nox1 counter-screen; AID 1823; HRP/luminol/H2O2 chemiluminescence counterscreen; inhibition, % at 6.7 µM; actives 0.4% (n = 16,000); also: reference of the scale not given here
Nox1 inhibitor: human Nox1 inhibition. Q9Y5S8. HT29 cells, luminol chemiluminescence ROS. inhibition, % at 6.7 µM. actives 0.81% (n = 16,000). AID 1792
Target sequence (Q9Y5S8 whole entry, looked up): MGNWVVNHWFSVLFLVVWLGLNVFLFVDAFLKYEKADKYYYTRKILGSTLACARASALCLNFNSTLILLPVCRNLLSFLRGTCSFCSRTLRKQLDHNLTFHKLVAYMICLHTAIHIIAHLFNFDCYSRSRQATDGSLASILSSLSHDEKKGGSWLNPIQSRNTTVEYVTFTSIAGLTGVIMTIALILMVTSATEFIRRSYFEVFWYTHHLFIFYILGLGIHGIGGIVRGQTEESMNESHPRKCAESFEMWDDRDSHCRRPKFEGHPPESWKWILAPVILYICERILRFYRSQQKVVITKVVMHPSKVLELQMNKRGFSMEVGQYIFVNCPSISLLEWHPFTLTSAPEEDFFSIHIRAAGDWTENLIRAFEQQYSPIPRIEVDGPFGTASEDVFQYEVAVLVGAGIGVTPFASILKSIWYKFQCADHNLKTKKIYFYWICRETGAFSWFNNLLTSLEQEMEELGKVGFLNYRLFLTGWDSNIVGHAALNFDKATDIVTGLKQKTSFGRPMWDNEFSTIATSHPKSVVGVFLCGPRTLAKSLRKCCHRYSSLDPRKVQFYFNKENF
rat GALR2 ag: activates the rat galanin receptor 2. cell-based GALR2 agonist screen. actives 0.5% (n = 16,000). activation, % at 10 µM; in the data active = activation above about 15%
Target sequence (O08726 whole entry, looked up): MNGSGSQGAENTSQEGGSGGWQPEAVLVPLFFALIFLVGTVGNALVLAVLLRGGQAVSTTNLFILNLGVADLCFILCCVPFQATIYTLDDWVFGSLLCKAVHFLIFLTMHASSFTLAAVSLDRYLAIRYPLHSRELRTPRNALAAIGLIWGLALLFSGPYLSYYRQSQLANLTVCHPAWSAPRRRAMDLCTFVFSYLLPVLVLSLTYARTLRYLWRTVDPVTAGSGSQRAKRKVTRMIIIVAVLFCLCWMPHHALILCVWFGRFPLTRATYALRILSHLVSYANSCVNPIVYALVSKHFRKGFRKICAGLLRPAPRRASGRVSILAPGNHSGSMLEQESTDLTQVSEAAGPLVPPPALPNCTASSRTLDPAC
PME-1 Maybridge: inhibitors of human PME-1 in Maybridge library | actives 0.5% (n = 16,000) | Q9Y570 | AID 2291 | inhibition, % at 9 µM | recombinant PME-1, FP-Rh probe fluorescence polarization; in the data active = inhibition above about 30%
NOTCH ag: agonists of NOTCH signaling | activation, % at 2.5 µM | NOTCH signaling luciferase reporter cells, luminescence | actives 0.4% (n = 15,000); in the data active = activation above about 2.2%
S1P1 ag: activates the human S1P1 receptor | S1P1 agonist cell-based reporter assay | activation, % at 4.5 µM | actives 1.5% (n = 16,000); in the data active = activation above about 80%
* marks the source's active call; other numbers are inactive results. Rule as the data show it, unless noted: active = inhibition above about 75%; inactive = the rest.

The first five entries, ahead of the listing:
CC1=NCCNC(C)=C1Sc1ccccc1 was read as TLR4 MyD88 blk -3, KOR antag MB 29, Luminol counter 16, Nox1 inhibitor 10, rat GALR2 ag -4, PME-1 Maybridge 6, NOTCH ag -0.6 and S1P1 ag 18.
Screening C#CCC1(CC#C)C(=O)OC(C)(C)OC1=O returned TLR4 MyD88 blk 12, KOR antag MB 6, Luminol counter 1, Nox1 inhibitor -79, rat GALR2 ag -6, PME-1 Maybridge 2, NOTCH ag -0.4 and S1P1 ag -2.
O=c1c(N2CCCCC2)c(N2CCCCC2)c1=O was read as TLR4 MyD88 blk -3, KOR antag MB -10, Luminol counter 3, Nox1 inhibitor -31, rat GALR2 ag -8, PME-1 Maybridge 2, NOTCH ag -0.6 and S1P1 ag -14.
Screening O=C1Nc2ccccc2C12NNC(=S)NN2 returned TLR4 MyD88 blk 2, KOR antag MB -6, Luminol counter 8, Nox1 inhibitor -23, rat GALR2 ag -5, PME-1 Maybridge 65*, NOTCH ag -0.5 and S1P1 ag 4.
Screening CCOC(=O)NC(=S)NCCc1c[nH]c2ccccc12 returned TLR4 MyD88 blk -3, KOR antag MB -19, Luminol counter 6, Nox1 inhibitor -31, rat GALR2 ag -6, PME-1 Maybridge -3, NOTCH ag 0.0 and S1P1 ag 32.

All compounds of this part, from the start:
CC1=NCCNC(C)=C1Sc1ccccc1 was read as TLR4 MyD88 blk -3, KOR antag MB 29, Luminol counter 16, Nox1 inhibitor 10, rat GALR2 ag -4, PME-1 Maybridge 6, NOTCH ag -0.6 and S1P1 ag 18.
Screening C#CCC1(CC#C)C(=O)OC(C)(C)OC1=O returned TLR4 MyD88 blk 12, KOR antag MB 6, Luminol counter 1, Nox1 inhibitor -79, rat GALR2 ag -6, PME-1 Maybridge 2, NOTCH ag -0.4 and S1P1 ag -2.
O=c1c(N2CCCCC2)c(N2CCCCC2)c1=O was read as TLR4 MyD88 blk -3, KOR antag MB -10, Luminol counter 3, Nox1 inhibitor -31, rat GALR2 ag -8, PME-1 Maybridge 2, NOTCH ag -0.6 and S1P1 ag -14.
Screening O=C1Nc2ccccc2C12NNC(=S)NN2 returned TLR4 MyD88 blk 2, KOR antag MB -6, Luminol counter 8, Nox1 inhibitor -23, rat GALR2 ag -5, PME-1 Maybridge 65*, NOTCH ag -0.5 and S1P1 ag 4.
Screening CCOC(=O)NC(=S)NCCc1c[nH]c2ccccc12 returned TLR4 MyD88 blk -3, KOR antag MB -19, Luminol counter 6, Nox1 inhibitor -31, rat GALR2 ag -6, PME-1 Maybridge -3, NOTCH ag 0.0 and S1P1 ag 32.
`CN(C)N1C(=O)c2ccccc2C1=O` gave TLR4 MyD88 blk -3, KOR antag MB -9, Luminol counter 1, Nox1 inhibitor -9, rat GALR2 ag -4, PME-1 Maybridge -1, NOTCH ag -0.7 and S1P1 ag -2.
Cc1cc(C=C2C(=O)CC(C)(C)CC2=O)oc1C was read as TLR4 MyD88 blk -2, KOR antag MB 9, Luminol counter 5, Nox1 inhibitor -96, rat GALR2 ag -3, PME-1 Maybridge 1, NOTCH ag -0.7 and S1P1 ag -12.
Cc1ccc(OCC(O)CNCc2ccco2)cc1C (stereo unspecified) was read as TLR4 MyD88 blk -4, KOR antag MB -11, Luminol counter -2, Nox1 inhibitor -29, rat GALR2 ag -5, PME-1 Maybridge 1, NOTCH ag -0.7 and S1P1 ag -8.
`C/C(=N\NC(=O)O)c1ccc(Oc2ccccc2)cc1` gave KOR antag MB 16, Luminol counter 3, Nox1 inhibitor -42, rat GALR2 ag -8, PME-1 Maybridge 0, NOTCH ag -0.2 and S1P1 ag 47.
CC(=O)c1ccc(OS(=O)(=O)CS(=O)(=O)Oc2ccc(C(C)=O)cc2)cc1 was read as TLR4 MyD88 blk -11, KOR antag MB -11, Luminol counter 0, Nox1 inhibitor -62, rat GALR2 ag -2, PME-1 Maybridge 0, NOTCH ag -0.7 and S1P1 ag -7.
For C(=Nc1cccc2ccccc12)c1ccccc1 the results were TLR4 MyD88 blk -8, KOR antag MB -11, Luminol counter -4, Nox1 inhibitor -5, rat GALR2 ag -10, PME-1 Maybridge 3, NOTCH ag 0.1 and S1P1 ag -12.
Cc1c2c(=O)n(C)ncc2c(-c2ccccc2)n1-c1ccc([N+](=O)[O-])cc1 was read as TLR4 MyD88 blk -7, KOR antag MB 0, Luminol counter 0, Nox1 inhibitor -29, rat GALR2 ag -8, PME-1 Maybridge 2, NOTCH ag 0.3 and S1P1 ag 26.
COc1ccc(/C=N/Nc2nc(C)cc(=O)[nH]2)c(OC)c1 was read as TLR4 MyD88 blk -4, KOR antag MB 11, Luminol counter 11, Nox1 inhibitor -8, rat GALR2 ag -5, PME-1 Maybridge 1, NOTCH ag -5.2 and S1P1 ag -3.
Screening O=C(NCc1ccco1)c1ccc(Cl)cc1[N+](=O)[O-] returned TLR4 MyD88 blk 5, KOR antag MB 8, Luminol counter -1, Nox1 inhibitor 13, rat GALR2 ag -4, PME-1 Maybridge 0, NOTCH ag -0.2 and S1P1 ag 13.
For O=C1CSC(=Nc2ccc(Cl)cc2)N1Cc1ccco1 the results were TLR4 MyD88 blk -1, KOR antag MB -5, Luminol counter 3, Nox1 inhibitor -42, rat GALR2 ag -7, PME-1 Maybridge 5, NOTCH ag -0.4 and S1P1 ag -8.
`COc1ccc(NC(=O)c2ccc(C)cc2N)c(N)c1` gave TLR4 MyD88 blk 6, KOR antag MB 0, Luminol counter 19, Nox1 inhibitor -26, rat GALR2 ag -5, PME-1 Maybridge 3, NOTCH ag -0.2 and S1P1 ag 5.
`CCOC(=O)CSc1nc(C(C)=O)ccc1C#N` gave TLR4 MyD88 blk 5, KOR antag MB -9, Luminol counter -2, Nox1 inhibitor -66, rat GALR2 ag -4, PME-1 Maybridge -2, NOTCH ag -0.2 and S1P1 ag -1.
Screening CSC(C)C(=O)/C=C/N(C)C (stereo unspecified) returned TLR4 MyD88 blk -3, KOR antag MB 4, Luminol counter -4, Nox1 inhibitor -6, rat GALR2 ag -6, PME-1 Maybridge 2, NOTCH ag -0.1 and S1P1 ag -16.
For Oc1ccccc1/C=N/NC(=S)Nc1cccc(Cl)c1 the results were TLR4 MyD88 blk 10, KOR antag MB 6, Luminol counter 4, Nox1 inhibitor -14, rat GALR2 ag -2, PME-1 Maybridge -4, NOTCH ag 0.0 and S1P1 ag -17.
For CSc1nnc(CCCCCCCCc2nnc(SC)o2)o1 the results were TLR4 MyD88 blk 8, KOR antag MB 7, Luminol counter 2, Nox1 inhibitor -49, rat GALR2 ag -5, PME-1 Maybridge -1, NOTCH ag -0.4 and S1P1 ag -4.
Screening FC(F)(F)c1cccc(-c2nnc(-c3ccncc3)o2)c1 returned TLR4 MyD88 blk 2, KOR antag MB 0, Luminol counter 3, Nox1 inhibitor -42, rat GALR2 ag -3, PME-1 Maybridge -4, NOTCH ag 0.5 and S1P1 ag 1.
c1csc(-c2noc(-c3ccno3)n2)c1 was read as TLR4 MyD88 blk 2, KOR antag MB -3, Luminol counter 0, Nox1 inhibitor -64, rat GALR2 ag -7, PME-1 Maybridge 25, NOTCH ag -0.4 and S1P1 ag 6.
O=C(C(C(=O)N1CCCCC1)C12CC3CC(CC(C3)C1)C2)N1CCCCC1 was read as TLR4 MyD88 blk -3, KOR antag MB -7, Luminol counter -3, Nox1 inhibitor -20, rat GALR2 ag -6, PME-1 Maybridge 4, NOTCH ag 0.1 and S1P1 ag -9.
Screening CCn1nc(C)c(Br)c1C(=O)Oc1ccc(Cl)cc1 returned TLR4 MyD88 blk -1, KOR antag MB 13, Luminol counter -27, Nox1 inhibitor 17, rat GALR2 ag -4, PME-1 Maybridge 9, NOTCH ag -0.5 and S1P1 ag 2.
Screening O=S(=O)(O)c1cc(I)c(O)c2ncccc12 returned TLR4 MyD88 blk 2, KOR antag MB 4, Luminol counter 7, Nox1 inhibitor -30, rat GALR2 ag -6, PME-1 Maybridge 4 and S1P1 ag -16.
Screening CCOC(=O)C1=C(C)N(c2ccc(F)cc2)C(=O)C1CC(=O)Nc1ccc(F)cc1 (stereo unspecified) returned TLR4 MyD88 blk 2, KOR antag MB 6, Luminol counter 0, Nox1 inhibitor -29, rat GALR2 ag -7, PME-1 Maybridge 2, NOTCH ag 0.1 and S1P1 ag 0.
COC(=O)c1cnc(Nc2cccc(C(F)(F)F)c2)c([N+](=O)[O-])c1 was read as TLR4 MyD88 blk 1, KOR antag MB 2, Luminol counter 4, Nox1 inhibitor -38, rat GALR2 ag -4, PME-1 Maybridge 0, NOTCH ag -0.5 and S1P1 ag -6.
N#C/C(=C1/SC=C(c2ccccc2)N1c1ccccc1)c1nc2ccccc2[nH]1 was read as TLR4 MyD88 blk -4, KOR antag MB 3, Luminol counter 3, Nox1 inhibitor -41, rat GALR2 ag -5, PME-1 Maybridge -4, NOTCH ag -0.4 and S1P1 ag -5.
`CC(=O)Nc1ccc(S(=O)(=O)N2CC(=O)NC(=O)C2)cc1` gave TLR4 MyD88 blk 3, KOR antag MB -4, Luminol counter 1, Nox1 inhibitor -41, rat GALR2 ag -3, PME-1 Maybridge -1, NOTCH ag -0.4 and S1P1 ag -13.
CSC1=NCCN1C(=O)c1nn(-c2ccccc2)nc1C was read as TLR4 MyD88 blk -10, KOR antag MB 1, Luminol counter 1, Nox1 inhibitor -56, rat GALR2 ag -7, PME-1 Maybridge -1, NOTCH ag -0.1 and S1P1 ag -37.
For O=S(=O)(c1ccc(-c2ccon2)s1)N(Cc1ccccn1)Cc1ccccn1 the results were TLR4 MyD88 blk -4, KOR antag MB 0, Luminol counter -4, Nox1 inhibitor 13, rat GALR2 ag -5, PME-1 Maybridge 5, NOTCH ag -0.7 and S1P1 ag -9.
`NNC(=O)CNc1cccc([N+](=O)[O-])c1` gave TLR4 MyD88 blk 3, KOR antag MB 2, Luminol counter 1, Nox1 inhibitor -60, rat GALR2 ag -5, PME-1 Maybridge 2, NOTCH ag -0.5 and S1P1 ag -8.
For O=[N+]([O-])c1cc(C(F)(F)F)cc([N+](=O)[O-])c1NCCC1CC1(Cl)Cl (stereo unspecified) the results were TLR4 MyD88 blk -6, KOR antag MB 3, Luminol counter -3, Nox1 inhibitor -20, rat GALR2 ag -8, PME-1 Maybridge 8, NOTCH ag -0.1 and S1P1 ag -6.
O=C(OCc1ccc(Oc2ccc(Cl)cc2Cl)c([N+](=O)[O-])c1)c1ccc([N+](=O)[O-])o1 was read as TLR4 MyD88 blk 7, KOR antag MB 8, Luminol counter -2, Nox1 inhibitor 12, rat GALR2 ag -3, PME-1 Maybridge 0, NOTCH ag -0.1 and S1P1 ag 10.
Screening COc1cc2nc(SCC(=O)Nc3ccc(F)c(Cl)c3)n(-c3ccccc3)c(=O)c2cc1OC returned TLR4 MyD88 blk -15, KOR antag MB -10, Luminol counter 2, Nox1 inhibitor -35, rat GALR2 ag -3, PME-1 Maybridge -2, NOTCH ag -0.1 and S1P1 ag -40.
`CN(C)/C=C(\C#N)C(=O)c1cccc(C(F)(F)F)c1` gave TLR4 MyD88 blk 12, KOR antag MB -2, Luminol counter -1, Nox1 inhibitor -63, rat GALR2 ag -3, PME-1 Maybridge -2, NOTCH ag -0.2 and S1P1 ag -9.
Screening N#C/C(=C\c1c(Cl)cccc1Cl)C(=O)Nc1ccc(F)c(Cl)c1 returned TLR4 MyD88 blk -5, KOR antag MB 43, Luminol counter -2, Nox1 inhibitor -53, rat GALR2 ag 20*, PME-1 Maybridge -54, NOTCH ag -0.3 and S1P1 ag 31.
`Clc1ccc(-c2csc(-c3cnccn3)n2)s1` gave TLR4 MyD88 blk 3, KOR antag MB 4, Luminol counter 1, Nox1 inhibitor -57, rat GALR2 ag -7, PME-1 Maybridge -2, NOTCH ag -0.5 and S1P1 ag 1.
For CCOC(=O)C1=C(C)NC(C)=C(C(=O)OCC)C1c1ccc(-c2ccccc2C(F)(F)F)o1 the results were TLR4 MyD88 blk -4, KOR antag MB -11, Luminol counter -5, Nox1 inhibitor 17, rat GALR2 ag -9, PME-1 Maybridge -8, NOTCH ag -0.1 and S1P1 ag -1.
Screening CC(=O)O/N=C(\C)c1nccs1 returned TLR4 MyD88 blk 0, KOR antag MB -2, Luminol counter -3, Nox1 inhibitor -17, rat GALR2 ag -8, PME-1 Maybridge 1, NOTCH ag -0.5 and S1P1 ag -4.
Screening O=C(O)C1CCCN1C(=O)c1cccs1 (stereo unspecified) returned TLR4 MyD88 blk -1, KOR antag MB 1, Luminol counter -1, Nox1 inhibitor -20, rat GALR2 ag -2, PME-1 Maybridge -5, NOTCH ag -0.1 and S1P1 ag -18.
`N/C(COc1ccc(C2=NCCS2)cc1)=N\O` gave KOR antag MB 4, Luminol counter -1, Nox1 inhibitor -2, rat GALR2 ag -8, PME-1 Maybridge 3, NOTCH ag -0.4 and S1P1 ag -13.
`O=C(CN1CCCCC1)NNC(=O)Cn1nnc(N2CCCC2)n1` gave TLR4 MyD88 blk 8, KOR antag MB 2, Luminol counter 1, Nox1 inhibitor -2, rat GALR2 ag -10, PME-1 Maybridge 1, NOTCH ag -0.3 and S1P1 ag -1.
